# Source: PubChem (Small Molecule Screening Facility, UW Madison)
# PriA SSB inh = K. pneumoniae PriA-SSBct interaction inhibition; AlphaScreen SSBct-PriA binding, biotinylated peptide; actives 0.6% (n = 430,000); AID 1272365; inhibition, % at 33 µM; in the data active = inhibition mostly above about 37%, no sharp cut-off; inactive = mostly below about 20%;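 also: plate controls were negative control peptide for no effect and reference peptide for full effect; strong numbers were not always called active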
# An asterisk follows results filed as active; & = joins results of further samples. The list is partial; count on the stated rates, not on these rows.
SMILES,PriA SSB inh
O=C(O)c1ccc(OS(=O)(=O)c2ccc3c(c2)OCCO3)cc1,3
CCc1ccc(-c2cc3c(SCC(=O)Nc4ccc(C)cc4Cl)nccn3n2)cc1,-5
CCOC(=O)[C@H](CC)Sc1nc2c(c(=O)[nH]c(=O)n2C)n1C(C)C,-6
CCCCn1c(O)c(C=C2C=CC=N2)c(=O)[nH]c1=O,-3
O=C(CSc1nnc(C2CCCCC2)n1-n1cccc1)Nc1ccc(OC(F)F)cc1,6
O=C(C1COc2ccccc2O1)N1CCCC(Oc2cnccn2)C1 (stereo not drawn),-11
Cc1cc(C(=O)N2CCN(c3nc4ccc(S(C)(=O)=O)cc4s3)CC2)on1,3&3
O=C(CNc1ccc2ccccc2c1)NN=Cc1ccc(OC(=O)/C=C/c2ccco2)cc1,19
O=C(CCc1cccc2ccccc12)N1CCc2ncncc2C1,0
O=C(CCn1c(=O)oc2ccccc21)Nc1cc(F)ccc1F,-12
COC(=O)C(=NNc1ccccc1C)N1CCCc2ccccc21,3
O=C(Cc1csc(NC(=O)c2ccc3c(c2)OCO3)n1)NCc1nc(-c2ccccc2)no1,-14
COc1cc2[nH]c3c(=O)n(CC(=O)NCCCc4ccccc4)cnc3c2cc1OC,-7
COc1ccc(NC(=O)Cc2c(C)nc(SCc3ccccc3F)[nH]c2=O)c(OC)c1,-6
O=C(NCCCn1nc(-c2ccncc2)ccc1=O)c1ccccc1C(F)(F)F,-17&-10
Cc1nnc(NC(=O)CSc2nc3c(cnn3CCO)c(=O)[nH]2)s1,7
CC(=NNC(=O)c1cccnc1)c1cc2ccccc2o1,-4
COc1ccccc1/C=C/C(=O)NC(=S)N1CCCC1,2
COC(=O)c1ccc(NC(=O)COc2nc(C)nc3ccccc23)cc1,-3
COc1cccc(C=Nn2c(=S)n(C)c3cc(C)c(C)cc32)c1OC,-6
Cc1cc(C)cc(OCC(=O)NN=Cc2ccco2)c1,0
Cc1nc([N+](=O)[O-])cn1CCC(=O)O,-22
O=C(COc1ccc(Cl)cc1)NCc1nnc(SCc2ccc(Br)cc2)n1-c1ccc(F)cc1,-13
COc1cc(NC(=O)CSc2ncnc3nc(N(C)C)sc23)cc(OC)c1OC,-4
CCOC(=O)c1ccc(NC(=O)CCc2sc(C)nc2-c2cccs2)cc1,-1
# Next records:
SMILES,PriA SSB inh
COC(=O)C1CCN(C(=O)Cn2ccc3ccccc32)CC1,-6
O=C(COc1ccc(Cl)cc1Cl)Nc1nc(-c2ccc3c(c2)OCCO3)cs1,-5
Cc1cccc(OCC(=O)NS(=O)(=O)c2ccc(C)cc2C)c1,-9
C=C(Br)Cn1c(CCCCCCCCCCC)nc2ccccc21,3
O=C(NCc1ccccc1Cl)c1ccc2c(=O)nc3c(-c4cccc(C(F)(F)F)c4)n[nH]n3c2c1,-24
CCCn1c(=O)c2cc(F)ccc2n2c(SCc3cccc(OC)c3)nnc12,-28
CC(=O)Cc1nc2ccccc2[nH]c1=O,8
O=C(NCc1cnn2ccccc12)c1ccc(F)cc1F,3
CCc1ccc(-n2cc(-c3nc(-c4ccc(F)c(Br)c4)no3)c3ccccc3c2=O)cc1,-13
O=S(=O)(NCCc1csc2nc(-c3ccccc3F)nn12)c1ccc2c(c1)CCCC2,-17
CS(=O)(=O)c1ccc(Nc2nc(C(=O)Nc3ccc4c(c3)OCO4)cs2)cc1,-1&19
CCc1ccc(S(=O)(=O)NCC(C)(O)COC)s1 (stereo not drawn),-5
Cc1ccc(S(=O)(=O)N2CCC3(CC2)OCCN3S(=O)(=O)c2ccc(C)cc2)cc1,0
COc1ccc2cc(C(C)=NNC(=O)c3cc(-c4cccnc4)nc4ccccc34)ccc2c1,-3
Cc1nn(C)c(C)c1S(=O)(=O)NCC[C@H](O)c1ccc2c(c1)OCO2,-10
C=CCN(CC=C)Cc1nc2ccccc2[nH]1,-7
Cc1ccc2ncnc(NCC(=O)O)c2c1,-15
Cc1csc(NC(=O)CSc2nc3c(c(=O)n2Cc2ccccc2)SCC3)n1,-4&2
Cc1cnc2n(c1=O)CC(C(=O)N1CCN(C(=O)C3CCCO3)CC1)CS2 (stereo not drawn),-8
CN(C)c1ccc(C2C(=C(O)c3ccc(Br)cc3)C(=O)C(=O)N2C)cc1 (stereo not drawn),-5
CCOC(=O)c1ccccc1NC(=O)/C(C#N)=C/c1cccs1,7
O=S(=O)(Nc1ccc(Nc2ccc(-n3cccn3)nn2)cc1)c1cccc(Br)c1,28
CC(=O)c1cc(C(=O)OCC(=O)Nc2ccccc2F)c2ccccn12,-8
O=C(NCCn1nc(-c2ccco2)ccc1=O)C(F)(F)F,-10
Cc1cc(NC(=O)C(=O)NCc2ccco2)c2ccccc2n1,2

# Grouped by structure, the entries above containing bromine.
SMILES,PriA SSB inh
O=C(COc1ccc(Cl)cc1)NCc1nnc(SCc2ccc(Br)cc2)n1-c1ccc(F)cc1,-13
C=C(Br)Cn1c(CCCCCCCCCCC)nc2ccccc21,3
CCc1ccc(-n2cc(-c3nc(-c4ccc(F)c(Br)c4)no3)c3ccccc3c2=O)cc1,-13
CN(C)c1ccc(C2C(=C(O)c3ccc(Br)cc3)C(=O)C(=O)N2C)cc1 (stereo not drawn),-5
O=S(=O)(Nc1ccc(Nc2ccc(-n3cccn3)nn2)cc1)c1cccc(Br)c1,28

# Next entries.
SMILES,PriA SSB inh
Cc1c(Cl)cccc1S(=O)(=O)NCCCn1ccc2cccnc21,-4
CC(=NNS(=O)(=O)c1ccc(Cl)cc1)c1ccncc1,-12
COC(CNC(=O)C(=O)Nc1cc(F)ccc1F)c1ccccc1C (stereo not drawn),-31
O=C(Nn1cnc2c(cnn2-c2ccc(F)cc2)c1=O)c1c(F)cccc1Cl,-11
COC(=O)c1ccc(S(=O)(=O)N2CCC(N3CCC[C@@H]3CO)CC2)cc1,5
O=S(=O)(Cc1ccc(C(F)(F)F)cc1)NC[C@]1(O)CCOc2ccccc21,-17
CC(C)(C)c1cc[n+](-c2[nH]c(=O)sc2C=NN=C([O-])c2ccccc2)cc1,-5
COC(=O)CC1=Nc2ccccc2N=C(SCC(=O)NCc2ccc(Cl)cc2)C1,-8
Cc1ccc(-c2csc(=NC(=O)c3ccccc3)n2-c2ccc(C)cc2)cc1,-6
CC(=O)NN=C(C)C1COc2ccccc2O1 (stereo not drawn),-5
O=C(NCCn1ncccc1=O)Nc1ccccc1Cl,-16
O=C(C1=CN(c2ccc(OC(F)(F)F)cc2)c2cc(F)ccc2S1(=O)=O)N1CCOCC1,13
COC(=O)c1ccc(NC(=O)C(=O)NCCC(O)C2CC2)cc1 (stereo not drawn),-8
Cc1cc(CCNC(=O)Cc2ccc(S(=O)(=O)C(C)C)cc2)on1,-1
O=C(Cc1cc(=O)[nH]c(SCc2ccccc2F)n1)N1CCN(c2ccccc2)CC1,3
COc1cc(/C=C2\SC(N)=NC2=O)ccc1OCC(=O)Nc1ccc(Cl)cc1,-21
O=C(CSc1nccn2nc(-c3ccc(F)cc3)cc12)Nc1cc(F)ccc1F,-21
Cc1c(Cl)cccc1S(=O)(=O)N1CC(S(=O)(=O)c2ccc(F)cc2)C1,-8
O=S(=O)(NCc1ccc([C@@H](O)c2ccco2)s1)c1ccc(N2CCCCS2(=O)=O)cc1,2
CONC(=O)c1cnn2c1OCCC2,-16
c1cn(C2CNC2)nn1,-5
CSc1cccc(NC(=O)C(=O)N2CCN(Cc3ccc4c(c3)OCO4)CC2)c1,10&28
CCC(=O)N1CCCc2cc(N)ccc21,17
O=C(COC(=O)c1cc(-c2ccccc2)nc2ccccc12)c1ccc(Cl)cc1,-29
Cc1cccc(-n2ncc3c(=O)n(CC(=O)Nc4cc(C(F)(F)F)ccc4Cl)cnc32)c1C,-4
# Further structures
SMILES,PriA SSB inh
O=C(CCCC(=O)c1ccccc1)NCc1cncc(-c2cccs2)c1,-7
O=C(COc1ccc(Cl)cc1Cl)NCCCn1ncccc1=O,-1
CCOc1ccccc1/C=N\NC(=O)CCn1c2ccccc2c2ccccc21,-16
CCn1c(C2CCN(C(=O)c3cc(C)oc3C)CC2)nn(CCOC)c1=O,-2
O=C(Nc1ccccn1)c1ccc(S(=O)(=O)N2CCOCC2)cc1,-5
O=C(Nc1ccccc1)OC1CCCC(NC(=O)c2cccs2)C1 (stereo not drawn),3
Cn1cc(C(=O)Nc2ccc(Oc3ccccc3)cc2)nn1,0
Cc1ccccc1OCC(=O)Nc1nnc(-c2ccn(C(C)C)n2)o1,-39
CN(C)c1ccc(-c2nc3ccccc3n2CCCOc2ccccc2)cc1,14
Cc1ccc(C)c(NC(=O)Cn2nc(-c3ccco3)c3sc(N4CCCCC4)nc3c2=O)c1,-9
CN1CCc2cc(C(CNC(=O)C(=O)Nc3ccc4c(c3)OCCO4)N(C)C)ccc21 (stereo not drawn),28
COc1cccc(N2C(=O)C3N=NN(c4ccc(C)c(C)c4)C3C2=O)c1 (stereo not drawn),-10
COc1ccc(S(=O)(=O)C2CN(C(=O)c3ccccc3C(F)(F)F)C2)cc1,-25
Cn1cccc1CN(C(=O)CCc1ccccc1Br)C1CC1,0
O=C(CSCc1ccccc1)NCCn1ncccc1=O,-15
Cc1oc(-c2cccc(Cl)c2)nc1CSc1nc(-c2ccccc2)cc(=O)[nH]1,-7
COc1ccc(C(=O)Cn2cnc3c(nnn3-c3ccc(C)c(Cl)c3)c2=O)cc1,-13
Clc1cccc(Nc2nc(N3CCCC3)nc(N3CCCC3)n2)c1,-11
CC(=O)c1ccc(NC(=O)[C@H]2CCCN(c3ccc(-c4cccs4)nn3)C2)cc1,-7
Cc1cc(=O)c(OCc2ccc(F)cc2)cn1CC(=O)Nc1ccc2c(c1)OCCO2,-17
NC(=O)c1csc(NC(=O)C2(c3ccc(Cl)cc3)CCCC2)n1,15
O=C(COc1ccccc1)NCc1ccsc1,7
COc1ccc(Cl)c2sc(N(CCN(C)C)C(=O)c3ccn(C)n3)nc12,-4
Cc1ccc2[nH]c(C(=O)NN=Cc3ccccc3O)c(C)c2c1,-3
COc1cc(C=NNC(=O)/C(=C\c2ccc3c(c2)OCO3)NC(=O)c2ccccc2)ccc1O,-4
# (further entries)
SMILES,PriA SSB inh
Cc1cc2c(c(=O)n1CCCn1ccnc1)C(c1cccnc1)C(C#N)C(=N)O2 (stereo not drawn),2
Cn1nc(CNC(=O)c2cc(C3CC3)on2)c2ccccc2c1=O,9
O=C(CC1CCCCN1S(=O)(=O)c1ccc(Cl)cc1)NC1CCCCCC1 (stereo not drawn),8
CC(=O)c1cccc(NC(=O)Cc2csc(Nc3ccc(S(C)(=O)=O)cc3)n2)c1,11
COc1ccccc1CNC(=O)c1cnn(-c2cc(-c3nc(C)no3)ccn2)c1C,-18
O=C(Nc1cnc2cc(C(F)(F)F)nn2c1)c1cc(=O)c2ccccc2o1,-11
COc1ccc(C(=O)C(C(c2ccccc2)N2CCOCC2)N2CCOCC2)cc1 (stereo not drawn),-14&-1
Cc1cccc(CSc2nnc(NC(=O)CSCc3ccccc3)s2)c1,-26
Cc1ccc2nc(NC(=O)CSc3nnc4n3CCN4c3ccc(F)cc3)sc2c1,0
CC(C)(C)c1ccc(NC(=O)N2CCC(Cn3cccn3)CC2)cc1,-5
O=C(c1ccco1)c1ccc(CNS(=O)(=O)c2ccc3c(c2)CCCC3)s1,-4
C=CCn1c(SCC(=O)c2ccc(C(C)(C)C)cc2)nc2scc(-c3ccc(F)cc3)c2c1=O,2
Cc1ccc(C=NNC(=O)CSc2nc3ccccc3c(=O)n2-c2ccccc2)s1,-5
COC(=O)c1c(NC(=O)Cc2ccc(Cl)s2)sc2c1CCN(C(C)C)C2,38
O=C(NCCNc1cc(Nc2ccccn2)ncn1)c1cccc(Cl)c1,-5
COc1ccc(C(=O)c2cn(Cc3ccccc3OC)c3cc4c(cc3c2=O)OCO4)cc1,6
CCOC(=O)c1c(N)c(C(=O)c2ccc(C)cc2)n2ccccc12,-9
Cc1onc(-c2ccccc2Cl)c1C(=O)Nc1cnc(-n2cccn2)nc1,-20
O=C(NCCn1ncc2c(=O)n(Cc3ccc([N+](=O)[O-])cc3)cnc21)c1ccccc1C(F)(F)F,5
Cc1ccc(S(=O)(=O)NCC2(CO)CC2)cc1C,-8
O=C(c1cc(-c2ccco2)[nH]n1)N1CCCC(Cc2nc(-c3ccccc3F)no2)C1 (stereo not drawn),-14
Cc1cc(NC(=O)CSc2nnc(C(C)C)c3cnn(-c4ccccc4)c23)no1,-9
O=C1CCCN1Cc1cn(C2CN(C(=O)c3cc(-c4ccc(F)cc4)c[nH]3)C2)nn1,15
CCc1[nH]nc(S(=O)(=O)Nc2cc(C)ccc2F)c1C(=O)OC,4
CCNc1cc(NCCNC(=O)c2c[nH]c3ccccc23)nc(C)n1,-4

# Shown as labelled records: 3 of the compounds above
SMILES: O=C(NCCn1nc(-c2ccco2)ccc1=O)C(F)(F)F
  PriA SSB inh: -10
SMILES: Cc1cc(NC(=O)C(=O)NCc2ccco2)c2ccccc2n1
  PriA SSB inh: 2
SMILES: Cc1c(Cl)cccc1S(=O)(=O)NCCCn1ccc2cccnc21
  PriA SSB inh: -4

# Quoted at random: two records from the list
SMILES,PriA SSB inh
CCC(=O)N1CCCc2cc(N)ccc21,17
COc1ccc(Cl)c2sc(N(CCN(C)C)C(=O)c3ccn(C)n3)nc12,-4

# More structures:
SMILES,PriA SSB inh
CC(C)Oc1ccc(C(=O)N2CCN(Cc3nc(-c4cccs4)cs3)CC2)cc1,9&3
COc1ccc(CCNC(=O)CSc2nnc(-c3ccc(=O)n(C)c3)n2C)cc1OC,-8&-8
Cc1cccc(NC(=O)c2cc(-c3ccc(Cl)cc3)oc2C)c1,-9
CCOC(=O)c1csc(NC(=O)c2ccnn2CC)n1,3
NS(=O)(=O)c1ccc(N/C=C2/C(=O)c3sccc3N(Cc3cccc(F)c3)S2(=O)=O)cc1,6
Cc1cc2ncccn2n1,1
CSc1ccccc1C(=O)NCC1CCN(C(=O)c2ccoc2)CC1,-2
COC(=O)c1c(NC(=O)c2cc3ccccc3c(=O)s2)sc2c1CCCC2,0
CS(=O)(=O)N1CCC(C(=O)Nc2ccsc2-c2nc(C3CC3)no2)CC1,13
Cc1cccc(C)c1N1CCN(CC(O)COc2ccc3c(C)cc(=O)oc3c2)CC1 (stereo not drawn),14
O=C(Cc1ccc(F)cc1F)Nc1nc2c(s1)C(=O)NCCC2,-10
O=c1c2cc3c(cc2nc2sc(NC4CCCCC4)nn12)OCO3,-12
O=C(NCCN1CCN(c2ccccc2F)CC1)C(=O)Nc1ccc(F)c(F)c1,-21&-2
